Screening data from PubChem.
Epigenetic derep: regulators of epigenetic silencing causing reporter derepression in mouse cells; 280,000 compounds, 0.2% hits; Potency, µM (series often up to 53.9 µM), inactives show at the top dose GFP activation, most hits filed as activators; murine LDR cells, GFP reporter derepression, 30 h; further: % of control where 0% means no effect; nearly all actives have a fitted effect of over 60% in size
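Reporter derepression read as number of fluorescent GFP-positive objects, 20-120 um in size, counted by laser-scanning cytometer. Mouse LDR line with an epigenetically silenced CMV-GFP locus; compound incubation 30 h, 37 C.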
SMN2 splice enh: increases expression of the SMN2 splice variant | Potency, µM (titrated, usually from 46.1 µM), for the others: at the highest dose activity change, positive = activation, most hits filed as activators | AID 1458 | 210,000 compounds, 2.8% hits | HEK293 SMN2-luciferase splicing reporter, luminescence, 30-36 h; further: % of control where 0% means no effect; nearly all actives have a fitted effect of over 55% in size
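qHTS luciferase splicing reporter: luminescence rises when SMN2 exon 7 is included in transfected HEK293 cells. Compound exposure lasted 30-36 h at 37C, with 4.5 mM final sodium butyrate as control, followed by a ONE-Glo read.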
RECQ1 inh: inhibitors of human RECQ1 DNA helicase; P46063; RECQ1 DNA unwinding, red fluorescence kinetic read; Potency, µM (titrated, usually from 57.3 µM), for the others: at the highest dose activity, negative = inhibition, hits mostly inhibitors; 240,000 compounds, 0.54% hits;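 further: plate controls were vehicle for no effect and no enzyme for full effect; nearly all actives have a fitted effect of over 30% in size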
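RECQ1T1 50 nM; forked duplex (20 bp + 30-nt ss tails) 200 nM, ATP 2 mM final; pH 8.0, 2 mM MgCl2, 2.5 ug/ml poly(dI-dC); 15 min compound preincubation; discontinuous kinetic read over 2 h at RT.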
NPSR antagonist: antagonists of human neuropeptide S receptor cAMP signaling. AID 1461. 220,000 compounds, 1% hits. Q6W5P4. CHO-NPSR cells, cAMP TR-FRET, antagonist mode. Potency, µM (doses to about 38.3 µM), for inactives: top-dose activity change, negative = inhibition, most hits filed as inhibitors; further: on the % scale 0 is the no-effect control and ±100 the full control effect; nearly all actives have a fitted effect of over 50% in size; many of its hits are not listed in these tables
Target sequence (Q6W5P4 whole entry, looked up): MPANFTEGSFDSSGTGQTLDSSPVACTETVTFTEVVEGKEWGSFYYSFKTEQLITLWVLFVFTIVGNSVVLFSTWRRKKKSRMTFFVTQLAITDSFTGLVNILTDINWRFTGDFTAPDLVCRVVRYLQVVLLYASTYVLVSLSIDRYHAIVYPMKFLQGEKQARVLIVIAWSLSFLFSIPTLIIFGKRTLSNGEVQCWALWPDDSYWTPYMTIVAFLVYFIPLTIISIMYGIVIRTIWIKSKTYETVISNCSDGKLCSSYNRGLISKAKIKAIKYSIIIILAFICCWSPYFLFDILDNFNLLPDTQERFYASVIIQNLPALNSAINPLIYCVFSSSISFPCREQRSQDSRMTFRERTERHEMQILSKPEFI
IMPase Li inh: cell-permeable IMPase inhibitors with lithium potentiation | CHO-M1 cells, IP1 TR-FRET (IP-One), carbachol + lithium | Potency, µM (highest dose often 59.4 µM), for the others: at the top dose activity, negative = IMPase inhibition, actives largely listed as inhibitors | 210,000 compounds, 0.35% hits | AID 1457;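 further: IP1 builds up when IMPase is blocked and the TR-FRET signal falls; plate controls were basal vehicle for no effect and high inhibitor control for full effect; nearly all actives have a fitted effect of over 50% in size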
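Lithium-sensitised IP1 accumulation assay; M1-expressing CHO cells treated 30 min at 37C with compound. Competitive antibody detection by time-resolved FRET followed a 10 min room-temperature lysis step.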
GoLoco inh red: inhibitors of human Gai1-RGS12 GoLoco interaction (red fluorophore). P63096. Gai1:RGS12 GoLoco peptide FP, rhodamine, 10 min. Potency, µM (highest dose often 61.6 µM), without a hit: at the highest dose activity, negative = inhibition, most hits filed as inhibitors. 230,000 compounds, 0.44% hits; active means well fitted inhibition curve with a large enough effect, not every such curve was filed as active; inactive means no such curve, though single readings can be large or run the other way; further: on the % scale 0 is the no-effect control and ±100 the full control effect; nearly all actives have a fitted effect of over 30% in size; many of its hits are not listed in these tables
Target sequence (P63096 whole entry, looked up): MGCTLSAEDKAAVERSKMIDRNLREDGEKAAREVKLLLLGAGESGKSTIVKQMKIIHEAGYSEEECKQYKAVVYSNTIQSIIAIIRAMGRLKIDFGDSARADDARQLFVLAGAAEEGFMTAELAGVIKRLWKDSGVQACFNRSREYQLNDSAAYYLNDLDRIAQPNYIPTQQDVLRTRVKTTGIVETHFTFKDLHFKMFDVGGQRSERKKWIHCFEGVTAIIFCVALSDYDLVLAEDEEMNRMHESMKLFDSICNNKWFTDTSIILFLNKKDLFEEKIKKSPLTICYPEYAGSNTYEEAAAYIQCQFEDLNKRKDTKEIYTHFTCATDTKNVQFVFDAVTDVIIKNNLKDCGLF
KinaseGlo FLuc: blocks Kinase-Glo luciferase, a counter-screen artifact. Kinase-Glo luciferase, ATP luminescence, 8 min. AID 1379. 200,000 compounds, 0.28% hits. Q27757. Potency, µM (top dose mostly 38.3 µM), without a hit: at the highest dose activity change, negative = inhibition, usual class: inhibitors; further: on the % scale 0 is the no-effect control and ±100 the full control effect; nearly all actives have a fitted effect of over 60% in size
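Kinase-Glo luciferase light output from ATP and luciferin was measured with 10 uM ATP, within the enzyme's linear range. Buffer: 50 mM imidazole pH 7.2, 50 mM KCl, 7 mM MgCl2, 0.01% Tween 20, 0.05% BSA; luminescence read after 8 min at ambient temperature.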
JMJD2E inh: blocks human JMJD2E demethylase activity | B2RXH2 | JMJD2E catalytic domain, FDH-coupled NADH fluorescence (FDH is formaldehyde dehydrogenase) | Potency, µM (highest dose often 57.1 µM), for inactives: at the top dose activity change, negative = inhibition, most hits filed as inhibitors | 230,000 compounds, 1.6% hits; active means well fitted inhibition curve with a large enough effect, not every such curve was filed as active; inconclusive means small, poorly fitted or top-dose-only effect, or another doubt; inactive means no such curve, though single readings can be large or run the other way;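 further: 0% = wells with enzyme and -100% = buffer wells without enzyme; nearly all actives have a fitted effect of over 50% in size; many of its hits are not listed in these tables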
Target sequence (B2RXH2 1-337 limits assumed): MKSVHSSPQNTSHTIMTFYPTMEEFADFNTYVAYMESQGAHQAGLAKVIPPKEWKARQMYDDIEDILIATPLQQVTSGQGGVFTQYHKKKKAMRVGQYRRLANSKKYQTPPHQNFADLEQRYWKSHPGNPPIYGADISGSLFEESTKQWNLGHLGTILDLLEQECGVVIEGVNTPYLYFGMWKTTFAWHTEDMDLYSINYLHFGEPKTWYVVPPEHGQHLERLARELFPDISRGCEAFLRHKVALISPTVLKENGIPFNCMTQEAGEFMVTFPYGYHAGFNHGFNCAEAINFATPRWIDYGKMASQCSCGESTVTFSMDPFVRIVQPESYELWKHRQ
Active calls of the source: *; i = inactive; ? = inconclusive; . = not tested or not shown; & = joins results of further samples; [ ] = remark or other dose. Unless noted, the call rests on the fitted dose curve; in most records, active means well fitted curve in the direction sought with a large enough effect; inconclusive means small, poorly fitted or top-dose-only effect, or another doubt; inactive means no such curve, though single readings can be large; an effect the other way counts as inactive or inconclusive. Potency means the concentration at half of the fitted maximal effect. An excerpt. The share of hits here may be higher or lower than overall.

SMILES	Epigenetic derep	SMN2 splice enh	RECQ1 inh	NPSR antagonist	IMPase Li inh	GoLoco inh red	KinaseGlo FLuc	JMJD2E inh
Cc1ccc(NC2SC(=O)N(Cc3cccc(C(=O)O)c3)C2=O)cc1 (stereo unspecified)	0.0%	-3%	-5%	-4%[46.1 µM]	-9%[38.3 µM]	0%	-1%	4%
COC(=O)c1ccc(NC(=O)CSc2nnc(COc3ccc4c(c3)CCCC4)o2)cc1	-1.0%	.	-7%	-2%[46.1 µM]	.	.	-2%	2%
CCCC1C2C(=O)N(c3ccccc3)C(=O)C2ON1c1ccccc1 (stereo unspecified)	2.8%	-13%	-5%	-14%[46.1 µM]	33%[activator][38.3 µM]	-7%	-5%	6%
CCCn1cc(S(=O)(=O)CC(=O)NC2CCCCC2)c2ccccc21	0.0%	17%	-8%	0%[46.1 µM]	6%	3%	-2%	11%
Cc1cc(C)n2nc(C(=O)OCCOc3ccc(F)cc3)nc2n1	-5.0%	-12%	-10%	-21%[46.1 µM]	-1%[38.3 µM]	-13%	-3%	-11%
O=C(CCn1c(=S)oc2ccccc21)NCCC1=CCCCC1	1.1%	.	i	-3%	.	5%	.	-6%
CCOC(=O)c1cnc(SC)nc1NCCOC	-3.2%	-13%	10%	8%	12%	13%	2%	-1%
CCOC(=O)/C(N=Nc1sc(C(=O)OC)c(C)c1C(=O)OCC)=C(\O)CCl	0.0%	-3%	-8%	4%	4%	-5%	0%	-26%
Cc1ccc2c(c1)-c1c(ssc1=S)C(C)(C)N2C(=O)c1ccco1	-0.8%	-49%[inhibitor]	i	?	15%	-17%	0%	2%
Oc1c(Br)cc(C2N=C(c3ccccc3)NO2)cc1Br (stereo unspecified)	0.9%	-20%	-5%	-9%[46.1 µM]	-2%[38.3 µM]	-28%	-5%	-3%
Cc1ccccc1C(=O)Nc1cccc(NC(=S)NC(=O)c2cccs2)c1	0.0%	-11%	-2%	-14%[46.1 µM]	-9%[38.3 µM]	3%	-1%	9%
COC(=O)c1ccccc1NC(=O)C1CCCN(S(=O)(=O)c2ccccc2)C1 (stereo unspecified)	-1.1%	-5%	i	-24%[46.1 µM]	18%[38.3 µM]	-4%	4%	-27%
O=C(COC(=O)CCSc1ccc(Cl)cc1)NCCc1ccccc1	1.0%	.	0%	12%[46.1 µM]	.	.	.	4%
CCn1cc(CNC(=O)c2cc(-c3ccccc3OC)nc3ccccc23)c(C)n1	-0.2%	.	-9%	-7%[46.1 µM]	.	.	.	5%
CCS(=O)(=O)c1ccc2oc(Nc3cc(C)cc(C)c3)nc2c1	-1.7%	-34%[inhibitor]	-3%	-30%[46.1 µM]	7%[38.3 µM]	15%	0%	-3%
Cc1ccc(S(=O)(=O)N(C)CC(O)Cn2c3ccccc3c3ccccc32)cc1 (stereo unspecified)	0.0%	-14%	-4%	-23%[46.1 µM]	-8%	0%	2%	-29%
CCN1CCN(C(=O)C2CCN(Cc3nc(-c4cccc(Cl)c4)oc3C)CC2)CC1	0.8%	-16%	8%	10%[46.1 µM]	14%[38.3 µM]	40%[activator]	-6%	1%
COc1cc(CC(NC(C)=O)C(=O)NC2CCN(C(=O)c3cc(OC)c(OC)c(OC)c3)CC2)cc(OC)c1 (stereo unspecified)	-0.1%	.	-5%	-8%	2%	7%	-4%	3%
CC1CCCN(Cc2cccc(Oc3ccccc3)c2)C1 (stereo unspecified)	-1.1%	-9%	-5%	-10%[46.1 µM]	15%[38.3 µM]	7%	-2%	2%
O=C(CSc1nnc(NC2CCCCC2)s1)Nc1ccc(N2CCOCC2)cc1	0.0%	-13%	-4%	-16%[46.1 µM]	-3%[38.3 µM]	-2%	-11%	-7%
CC(CNC(=O)C1CCCCC1C(=O)O)c1ccccc1 (stereo unspecified)	-2.5%	18%	-3%	0%[46.1 µM]	27%[38.3 µM]	5%	-5%	2%
Cc1ccc(NC(=O)CSc2nc(-c3ccco3)cc(C(F)(F)F)n2)cc1C	-1.0%&4.7%	10%&-6%	-4%	7%[46.1 µM]	4%	5%	-4%	9%
Cc1cccc(Nc2ncc3c(n2)CC(C)CC3=O)c1 (stereo unspecified)	0.0%	11µM*	-7%	18%[46.1 µM]	28%[38.3 µM]	4%	-7%	3%
Nc1ccc(Cl)cc1Cl	.	3%	-1%	.	-15%	10%	.	.
CCOC(=O)c1csc(NC(=O)c2cc(=O)c3ccccc3o2)n1	-3.5%	23%	-19%	-20%	-4%	3%	1%	6%
O=C(C1CCC1)N1CCc2cc(S(=O)(=O)NCCN3CCN(c4ccccc4F)CC3)ccc21	-0.2%	-41%[inhibitor]	i	-26%[46.1 µM]	5%[38.3 µM]	-2%	0%	0%
Nc1c(O)cccc1C(=O)C[C@@H](N)C(=O)O	2.4%[16.9 µM]	-4%[20.6 µM]	-10%[25.9 µM]	.	-1%	-3%[21.6 µM]	2%[17.1 µM]	?
Cc1cc(C(F)F)n2nc(C(=O)Nc3ccccc3Br)nc2n1	0.0%	-2%	-20%	21%[46.1 µM]	?	28%	0%	-3%
COc1cc(C(=O)O)nc2ccc([N+](=O)[O-])cc12	-1.3%	0%	-1%	-4%	9%	8%	1%	-18%
CC(=O)Nc1ccc(S(=O)(=O)N2CCN(C(C)CCc3ccccc3)CC2)cc1 (stereo unspecified)	0.7%	12%	-8%	-9%[46.1 µM]	21%[38.3 µM]	5%	-1%	-18%
CCOc1ccccc1/C=c1\sc2ncnn2c1=O	-1.7%	-5%	0%	?	12%[38.3 µM]	-20%	-5%	3%
COC(=O)N1CCC2(CCCN(Cc3ccccc3OC)C2)CC1	.	-2%	-4%	.	36%[activator]	1%	-4%	.
COc1ccc(N=c2oc3c(OC)cccc3cc2C(=O)NCc2ccco2)c(OC)c1	-6.7%	.	-3%	-11%[46.1 µM]	.	.	.	1%
CCOC(=O)c1[nH]c2ccccc2c1NC(=O)C1CCCC1	6.2%	.	i	15%	.	1%	.	?
COc1ccccc1N1CCN(C(=O)N2CCOCC2)CC1	0.0%	.	-3%	3%[46.1 µM]	9%[38.3 µM]	6%	0%	0%
CCc1ccc(-n2c(SCC(=O)c3ccc4c(c3)NC(=O)CO4)nc3ccccc3c2=O)cc1	?	-9%	20%	-25%	?	9%	1%	7%
O=C(Nc1ccc(Cl)c(Cl)c1)Nc1nc(-c2ccccc2)cs1	-2.2%	-59%[inhibitor]	-1%	-27%	2%	-2%	3%	-4%
Cc1nc2ncnn2c(N2CCN(C(=O)c3cccc(F)c3)CC2)c1Cc1ccccc1	2.7%	6%	-3%	-13%[7.67 µM]	2%[38.3 µM]	9%	11%	3%
CCCCc1c(O)nc(SCC(=O)c2ccccc2)n(-c2ccccc2C)c1=O	1.1%	.	-13%	15%[7.67 µM]	.	3%	.	4%
COc1ccc(N2CCN(C(=O)c3ccccc3F)CC2)c([N+](=O)[O-])c1	0.2%	.	-2%	-3%	.	-2%	.	-8%
COc1ccc(CN2CCc3ccccc3C2)c(OC)c1	0.0%	.	-4%	7%	.	-9%	.	?
CCn1c(SCC(=O)Nc2ccc(S(N)(=O)=O)cc2)nnc1-c1cccc(OC)c1	-3.9%	-13%	-9%	-14%[46.1 µM]	-5%[38.3 µM]	-7%	8%	-1%
Cc1cccc(Cn2nc(C)c(NC(=O)c3ccc(F)cc3)c2C)c1	0.0%	-2%	-5%	-5%	5%	4%	-2%	10%
COC(=O)CSc1ncccc1-c1nc2ccccc2[nH]1	-0.8%	11%	-10%	?	10%[38.3 µM]	17%	-3%	?
COc1ccc(-c2nc(C)sc2C)cc1	0.9%	-7%	-12%	6%	3%	4%	-9%	-14%
CCOC(=O)c1ccc(N2C(=O)CC(N3CCC(O)(c4ccc(Br)cc4)CC3)C2=O)cc1 (stereo unspecified)	13%	-14%	-13%	-2%[46.1 µM]	11%[38.3 µM]	-20%	-3%	-1%
Cn1c(=O)c2c(ncn2CC(=O)OCC(=O)NCc2ccccc2Cl)n(C)c1=O	-3.1%	-13%	-1%	7%	-1%	12%	9%	6%
CC/C(=N/Nc1ccccc1)c1cnnc(-c2ccccc2)n1	-1.0%	9%	i	-30%	9%	10%	0%	3%
Cc1ccc(-n2nc(C)cc2NC(=O)CC#N)cc1	1.1%	5%	-7%	9%	4%	11%	0%	-2%
CCOC(=O)c1c(CSc2ccccc2)n(C)c2cc(Br)c(OCC(O)CNC(CO)(CO)CO)cc12 (stereo unspecified)	9.9%	-106%[inhibitor]	-4%	-14%	3%	34%[activator]	-1%	?
Nc1cccc(NP(=O)(c2ccccc2)c2ccccc2)c1	2.0%	.	-4%	55%	.	-1%	.	5%
O=C(NCCOc1ccccc1)C1CCCN1C(=O)c1cccs1 (stereo unspecified)	1.9%	-7%	-6%	0%[46.1 µM]	7%[38.3 µM]	3%	0%	4%

Reprinted at random: 6 entries already listed.
SMILES	Epigenetic derep	SMN2 splice enh	RECQ1 inh	NPSR antagonist	IMPase Li inh	GoLoco inh red	KinaseGlo FLuc	JMJD2E inh
CCn1c(SCC(=O)Nc2ccc(S(N)(=O)=O)cc2)nnc1-c1cccc(OC)c1	-3.9%	-13%	-9%	-14%[46.1 µM]	-5%[38.3 µM]	-7%	8%	-1%
COc1ccc(-c2nc(C)sc2C)cc1	0.9%	-7%	-12%	6%	3%	4%	-9%	-14%
CCOC(=O)c1c(CSc2ccccc2)n(C)c2cc(Br)c(OCC(O)CNC(CO)(CO)CO)cc12 (stereo unspecified)	9.9%	-106%[inhibitor]	-4%	-14%	3%	34%[activator]	-1%	?
Cc1ccc(-n2nc(C)cc2NC(=O)CC#N)cc1	1.1%	5%	-7%	9%	4%	11%	0%	-2%
CCOC(=O)c1ccc(N2C(=O)CC(N3CCC(O)(c4ccc(Br)cc4)CC3)C2=O)cc1 (stereo unspecified)	13%	-14%	-13%	-2%[46.1 µM]	11%[38.3 µM]	-20%	-3%	-1%
Cc1cccc(Cn2nc(C)c(NC(=O)c3ccc(F)cc3)c2C)c1	0.0%	-2%	-5%	-5%	5%	4%	-2%	10%
